Screening data deposited in PubChem BioAssay by The Scripps Research Institute Molecular Screening Center.
PRMT1 FP inh: PRMT1 (human) inhibition, primary screen. Q99873. recombinant PRMT1, activity-based probe fluorescence polarization. inhibition, % at 2.79 µM. 370,000 compounds, 1.3% hits. AID 652257;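 active means inhibition above about 21% made by adding two undisclosed values, limit read from the data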
DDE Tn7 FP inh: inhibitors of Tn7 peptide binding to human fibrin DD(E) | inhibition, % at 8.3 µM | FP displacement of FITC-Tn7 peptide from fibrin DD(E); 0% = median of compound wells per plate | P02675 | 370,000 compounds, 0.13% hits;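 active means inhibition above the mean of compounds falling within the control limits plus 3 SD of them, cut at about 14% in these data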;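 further: 0% = plate median of compound wells and 100% = 10 µM Aha-Tn7 peptide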
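assay system = human clot-derived fibrin DD(E) complex | quantity = Fibrin-DD(E) at 2 µM final | timing = 10 min preincubation, 3 h with tracer, room temperature | signal = fluorescence polarization | measure = percent inhibition | benchmarks = high control wells with 10 µM unlabelled Aha-Tn7 peptide (full inhibition) | replicates = singlicate testing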
KLK7 zymogen act: activators of human kallikrein-7 zymogen; purified proKLK7, EDANS-DABCYL substrate fluorescence; 100% is mature enzyme control, 0% vehicle; activation, % at 7 µM; 370,000 compounds, 0.9% hits;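 active means activation above the mean of all tested compounds plus 3 SD, computed per campaign excluding outliers beyond control limits, cut at about 13% in these data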
Target sequence (P49862 whole entry, looked up): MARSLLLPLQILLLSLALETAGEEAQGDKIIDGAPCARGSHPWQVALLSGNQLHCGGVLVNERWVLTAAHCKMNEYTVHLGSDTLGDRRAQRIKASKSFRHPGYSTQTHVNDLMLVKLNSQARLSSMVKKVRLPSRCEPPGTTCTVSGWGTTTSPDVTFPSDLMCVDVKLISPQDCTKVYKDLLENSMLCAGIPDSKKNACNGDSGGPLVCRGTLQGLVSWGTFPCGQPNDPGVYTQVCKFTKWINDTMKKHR
MBD2 DNA inh: inhibitors of human MBD2 binding to methylated oligonucleotide. 370,000 compounds, 0.31% hits. AID 686964. inhibition, % at 4.4 µM. TR-FRET. Q9UBB5; in the data active means inhibition above about 13%
UHRF1 MBD2 ctr: blocks human UHRF1 binding to methylated DNA; Q96T88; UHRF1 binding to methylated oligo, TR-FRET; inhibition, % at 4.4 µM; 370,000 compounds, 0.75% hits; in the data active means inhibition above about 21%;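 further: UHRF1 SRA domain binding a hemimethylated CpG hairpin DNA probe; 0% = median of test compound wells and 100% = reference inhibitor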
Target sequence (Q96T88 whole entry, looked up, the tested form may be a part): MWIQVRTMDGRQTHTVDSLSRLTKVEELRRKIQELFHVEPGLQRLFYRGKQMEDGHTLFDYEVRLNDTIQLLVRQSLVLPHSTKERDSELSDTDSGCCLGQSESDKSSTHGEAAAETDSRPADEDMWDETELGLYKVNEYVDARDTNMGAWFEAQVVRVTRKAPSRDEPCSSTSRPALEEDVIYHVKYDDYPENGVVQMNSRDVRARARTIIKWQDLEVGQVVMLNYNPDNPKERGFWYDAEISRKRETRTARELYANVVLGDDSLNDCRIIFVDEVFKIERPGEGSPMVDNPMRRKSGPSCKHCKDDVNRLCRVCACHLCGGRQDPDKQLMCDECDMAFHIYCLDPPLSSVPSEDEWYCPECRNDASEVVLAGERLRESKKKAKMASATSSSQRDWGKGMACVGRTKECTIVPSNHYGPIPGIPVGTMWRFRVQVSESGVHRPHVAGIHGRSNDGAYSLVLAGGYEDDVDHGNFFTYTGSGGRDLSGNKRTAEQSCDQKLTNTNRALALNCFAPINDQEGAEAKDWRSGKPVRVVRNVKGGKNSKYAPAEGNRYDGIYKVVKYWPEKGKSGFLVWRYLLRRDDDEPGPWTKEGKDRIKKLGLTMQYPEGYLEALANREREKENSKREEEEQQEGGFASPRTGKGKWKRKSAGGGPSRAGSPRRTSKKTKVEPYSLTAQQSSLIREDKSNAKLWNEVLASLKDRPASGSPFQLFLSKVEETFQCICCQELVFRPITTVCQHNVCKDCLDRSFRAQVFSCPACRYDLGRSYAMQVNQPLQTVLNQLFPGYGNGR
SIAE inh: blocks human sialic acid acetylesterase. 370,000 compounds, 0.69% hits. SIAE FP-Rh probe binding, fluorescence polarization. Q9HAT2. AID 1053197. inhibition, % at 9.66 µM;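 active means inhibition above a cutoff: mean of compounds within the control limits plus 3 SD of those, cut at about 17% in these data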;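 further: 0% = plate median of compound wells and 100% = probe without SIAE protein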
TDP2 absorb: TDP2 (human) inhibition, absorbance primary screen. recombinant TDP2, T5PNP hydrolysis, p-nitrophenol absorbance 415 nm. inhibition, % at 12.8 µM. 370,000 compounds, 0.34% hits. AID 720702;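 active means inhibition above the mean of all tested compounds plus 3 SD, set per campaign, cut at about 25% in these data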;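 further: 0% = DMSO with enzyme and 100% = buffer with substrate but no TDP2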
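test system = human TDP2 enzyme | input = TDP2 enzyme at 120 nM final | medium = 50 mM Tris-HCl pH 7.5 with Mg2+, KCl, DTT, BSA | also added = T5PNP substrate, 5 mM | times = 2 h at 37 °C | technique = epi absorbance | benchmarks = high control without enzyme, low control DMSO plus TDP2 | replication = each compound tested once, singlicate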
LEDGF integ inh: blocks HIV-1 LEDGF/p75-dependent DNA integration; inhibition, % at 3.7 µM; 370,000 compounds, 0.64% hits; AID 743269; TR-FRET IN-LEDGF/p75 DNA integration, Eu/Cy5;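 active means inhibition above the screen-wide mean plus 3 SD, cut at about 13% in these data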;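 further: signal is the Cy5 over europium emission ratio at 671 and 618 nm; 0% = plate median of compound wells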
TCR-CD3 inh: blocks the human TCR-CD3 interaction. TAMRA-labeled TCR probe fluorescence, biochemical. inhibition, % at 9.4 µM. 360,000 compounds, 0.37% hits. AID 651800; in the data active means inhibition above about 19%;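 further: recombinant mutant TCR 2C K166C tagged with TAMRA read by polarization; 0% = receptor in buffer alone and 100% = receptor with positive control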
DDE Tn6 FP inh: inhibitors of Tn6 peptide binding to human fibrin DD(E) | Fibrin DD(E) TRITC-Tn6 fluorescence polarization displacement | inhibition, % at 8.3 µM | 370,000 compounds, 0.21% hits;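 active means inhibition above a per-campaign cutoff: mean of compounds within control limits plus 3 SD, cut at about 15% in these data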;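 further: 0% = median of all compound wells on the plate and 100% = blocking peptide control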
* hit, by the source's call; x = not tested or not shown.

DDE Tn7 FP inh,PRMT1 FP inh,UHRF1 MBD2 ctr,TCR-CD3 inh,MBD2 DNA inh,LEDGF integ inh,TDP2 absorb,SIAE inh,DDE Tn6 FP inh,KLK7 zymogen act,compound
8,5,1,-8,5,-2,-4,4,-1,-0.3,CCc1ccccc1NC(=O)c1ccoc1C
1,2,-4,-7,-4,-2,-7,-8,3,-0.3,CCCC(=O)N1CCN(c2ccc(NC(=O)c3cc4ccccc4o3)cc2)CC1
-3,-2,0,2,2,2,-2,3,1,-0.7,O=C(Nc1ccccc1)N1CCC(c2ccccc2)C1 (stereo not given)
-3,4,-3,-6,-1,-5,-11,-8,3,1.6,COc1cccc(C(=O)NCCN2C(=O)S/C(=C/c3cccs3)C2=O)c1OC
-4,1,-2,0,-6,0,-13,-1,-2,-0.1,CCNC(=S)N1CCN(c2ccc([N+](=O)[O-])cc2)CC1
-6,-1,0,-1,3,0,0,-2,-2,-0.5,COC(=O)CC1Oc2ccccc2N(Cc2ccc(C)cc2)C1=O (stereo not given)
0,2,6,-11,1,3,-1,2,-3,-0.4,O=C(NC1CCS(=O)(=O)C1)c1cn(-c2ccccc2)nc1-c1ccccc1 (stereo not given)
-6,1,0,-2,4,-2,-2,0,4,2.0,Cc1c(C(=O)O)nn(-c2ccccc2)c(=O)c1C#N
4,-6,-1,1,-4,2,-4,12,1,0.3,Cn1ccnc1SC(C(=O)O)c1ccccc1 (stereo not given)
1,3,-1,2,3,4,-11,6,-5,-0.4,COc1ccccc1NC(=O)Cn1c(CCC(=O)O)ccc1-c1ccc(C)cc1
-5,0,0,3,5,2,12,5,2,0.5,COC(=O)C1=NNC2(C)C(=O)N(c3ccc(C)cc3)C(=O)C12 (stereo not given)
-2,-1,-1,7,3,2,5,-6,9,-0.8,O=C(Nc1nc(-c2ccc3c(c2)Cc2ccccc2-3)cs1)c1ccccc1
1,-6,0,1,6,1,-3,1,-5,-0.3,OCCC1CN(Cc2cccc(F)c2F)CCN1CCc1ccccc1 (stereo not given)
-7,2,-2,5,-3,1,1,2,4,-0.1,CCC(C)[C@H]1CNC(=S)N1CCc1cc(C(F)(F)F)cc(C(F)(F)F)c1 (stereo not given in full)
-57,-81,-62,4,-27,0,8,4,-11,-0.1,COc1ccc(NC(=O)/C(C#N)=C\c2ccc(N3CCOCC3)o2)cc1
-9,-3,4,-5,3,4,-4,-2,-6,-0.3,Cc1cc(C)cc(N(C(=O)c2sc(C)nc2C)C(C(=O)NC(C)(C)C)c2ccncc2)c1 (stereo not given)
-2,0,-13,3,-9,0,-2,-1,-3,0.8,O=C(O)c1cc2ccccc2c2c1C(=O)c1ccccc1-2
-2,4,-1,-3,1,-6,-3,-3,-3,-0.5,CCCn1c(SCC(=O)NC2CC2)nnc1-c1ccccn1
7,4,3,0,2,-7,-5,-11,-3,-0.1,Cc1cc(C(=O)Nc2ccc3c(c2)CCC3)ccc1[N+](=O)[O-]
-2,-4,0,1,-3,4,-13,1,-6,0.7,Cc1cc(-c2nn(-c3ccccc3F)cc2CN2CCCC(C(N)=O)C2)c(C)s1 (stereo not given)

DDE Tn7 FP inh,PRMT1 FP inh,UHRF1 MBD2 ctr,TCR-CD3 inh,MBD2 DNA inh,LEDGF integ inh,TDP2 absorb,SIAE inh,DDE Tn6 FP inh,KLK7 zymogen act,compound
6,-4,0,4,0,-2,1,1,4,0.8,CC1CN(C(=O)c2ccccc2OCc2ccc(Cl)cc2Cl)CC(C)O1 (stereo not given)
-3,1,-3,-4,-5,-2,1,17,2,-0.2,O=C(CC1C(=O)NCCN1Cc1ccc(Cl)c(F)c1)NC1CCCCC1 (stereo not given)
3,-2,-1,-1,-4,1,3,5,0,-0.4,Cc1cccc(NC(=O)CSc2nnc(C3CC3)n2CC2CCCO2)c1C (stereo not given)
-2,-3,0,1,4,3,-10,-4,2,0.3,C[C@H](c1ccccc1)N1C[C@@H](COCc2ccccc2)Oc2cccc(Oc3ccccc3)c2S1(=O)=O
5,13,-5,5,1,0,18,6,-4,-0.2,COc1ccc(C(=O)N/N=C/c2ccc(N3CCOCC3)o2)cc1OC
7,3,3,-5,7,-3,1,-7,2,-0.5,O=C(NC(N1CCCCCC1)C(Cl)(Cl)Cl)c1ccccc1Cl (stereo not given)
0,1,3,-2,-3,-2,-2,0,-3,0.2,CC(C)(C)c1ccc(OCCCC(=O)N2CCOCC2)cc1
-5,-3,-1,1,5,2,3,-4,0,-0.4,CCOC(=O)/C=C1\SCC(=O)N1CC(=O)Nc1ccc(C(C)C)cc1
0,-3,-5,5,-6,-3,-4,2,2,-0.3,NC(=O)c1cc([N+](=O)[O-])ccc1NCc1ccc(N)cc1
3,5,6,-7,5,-2,4,-4,-2,-0.8,COc1ccc(CCN(C(=O)c2cccc(F)c2)C2CC(=O)N(c3ccccc3)C2=O)cc1 (stereo not given)
5,2,0,-6,4,0,3,-4,-5,1.4,COc1ccccc1NC(=O)NC1(C(=O)N2CCN(C)CC2)CCCCC1
3,5,-1,-2,-1,-7,4,0,-6,-0.6,Cc1ccc(C)c(OCC(=O)NCC2COc3ccccc3O2)c1 (stereo not given)
-4,-1,0,x,1,-3,6,4,1,0.5,CCCCOc1cccc(C(=O)NCCc2ccccc2-c2ccccc2CCC(=O)NCc2ccccc2)c1
-6,-2,-3,4,-1,2,8,3,0,0.6,Cc1ccc(Cl)cc1N1CCN(S(=O)(=O)c2c(C(=O)N3CCOCC3)c(C)n(C)c2C)CC1
0,1,1,5,-3,-1,-5,-4,3,0.3,Cc1ccc(S(=O)(=O)CCC(=O)Nc2ccccc2Cl)cc1
-3,-3,-2,0,-4,0,6,-3,5,-0.7,O=C(CN1CCN(Cc2ccc(Cl)cc2)CC1)N/N=C/c1ccccc1F
8,1,-3,-3,0,-2,-5,1,6,-0.2,Cn1ncc(Cl)c1C(=O)N/N=C/c1ccccn1
-3,3,4,-7,1,-2,-6,-2,-2,3.6,Cc1ccccc1OCC(=O)NCC(=O)OCC(=O)c1ccc2ccccc2c1
6,-2,-4,5,-10,-3,3,-2,5,0.1,CCC(C)NC(=O)CN(c1cc(C)ccc1OC)S(C)(=O)=O (stereo not given)
10,1,3,-4,-2,-2,2,6,-1,0.1,CCOC(=O)CS(=O)(=O)c1ccc2ccccc2c1

Record cards, from the list above:
Cc1ccc(C)c(OCC(=O)NCC2COc3ccccc3O2)c1 (stereo not given) is listed with DDE Tn7 FP inh = 3; PRMT1 FP inh = 5; UHRF1 MBD2 ctr = -1; TCR-CD3 inh = -2; MBD2 DNA inh = -1; LEDGF integ inh = -7; TDP2 absorb = 4; SIAE inh = 0; DDE Tn6 FP inh = -6; KLK7 zymogen act = -0.6
COc1ccccc1NC(=O)NC1(C(=O)N2CCN(C)CC2)CCCCC1 is listed with DDE Tn7 FP inh = 5; PRMT1 FP inh = 2; UHRF1 MBD2 ctr = 0; TCR-CD3 inh = -6; MBD2 DNA inh = 4; LEDGF integ inh = 0; TDP2 absorb = 3; SIAE inh = -4; DDE Tn6 FP inh = -5; KLK7 zymogen act = 1.4

New compounds follow
DDE Tn7 FP inh,PRMT1 FP inh,UHRF1 MBD2 ctr,TCR-CD3 inh,MBD2 DNA inh,LEDGF integ inh,TDP2 absorb,SIAE inh,DDE Tn6 FP inh,KLK7 zymogen act,compound
-15,-3,1,5,1,4,-4,0,3,1.0,CCOC(=O)c1[nH]c(C)c(C(=O)OCc2ccccc2F)c1C
10,0,-1,3,1,0,1,2,3,-0.1,C=CCn1cc(C(=O)N2CCN(C)CC2)c(=O)c2cc(S(=O)(=O)N3CCCC3)ccc21
4,-3,-1,-7,-6,-2,6,1,4,0.1,CC(C)c1ccccc1NC(=S)NC(C)c1ccccc1 (stereo not given)
6,4,-5,5,2,0,11,1,3,2.8,CCOC(=O)CSC1=C(C#N)C(c2ccccc2C)C2=C(CCCC2=O)N1 (stereo not given)
6,-1,0,6,0,-1,4,5,-2,-0.3,Cn1c(N/N=C2\CCCc3ccccc32)nc2c1c(=O)n(Cc1ccccc1)c(=O)n2C
4,-2,-2,-3,2,5,1,10,-18,-0.2,COc1ccc(/C=N/N2CCN(c3ccccc3OC)CC2)cc1Br
-4,0,1,1,1,3,-8,-5,-6,-0.2,COc1ccc(C)cc1NC(=O)CC(NC(C)=O)c1ccccc1 (stereo not given)
-3,-4,0,8,-1,1,-4,-2,-4,0.5,O=C(O)/C=C/c1coc2ccccc2c1=O
6,0,-2,3,0,1,5,-4,2,-3.2,Cc1nn(C)cc1/C=N/NC(=O)c1sc2ccccc2c1Cl
-3,-2,3,3,4,0,-13,-2,0,0.6,CC1CCC(C(C)C)C(OC(=O)C[n+]2cc(-c3ccc(Cl)cc3)n3c2CCC3)C1 (stereo not given)
0,-1,-1,3,-1,4,2,-5,-10,0.7,CCNc1nc(NCC)nc(Oc2ccc(OCc3ccccc3)nn2)n1
0,5,2,-2,-5,0,6,2,-6,0.4,O=C(CSc1nc2nccnc2c(=O)n1Cc1cccs1)Nc1ccccc1F
0,0,0,8,0,0,-10,0,6,-0.2,O=C(NC(=S)Nc1ccc(CN2CCOCC2)cc1)c1ccccc1[N+](=O)[O-]
-3,4,0,5,-1,1,4,-12,4,0.4,Cc1ccccc1-c1cc(C(=O)NCc2ccco2)n(CC2CC(c3cccnc3)=NO2)n1 (stereo not given)
-2,1,3,-1,0,2,-10,4,-5,0.8,Cc1ccc(NS(=O)(=O)c2cccc(C(=O)n3ncc(C#N)c3N)c2)c(C)c1
-2,4,2,4,-2,0,-4,3,-1,-0.2,CCS(=O)(=O)N1Cc2ccccc2CC1C(=O)Nc1ccc(OC)cc1OC (stereo not given)
0,26*,-3,2,0,-5,-10,7,-1,0.2,CC(=Nc1cccc(C)c1)c1sc2ccccc2c1O
-3,8,6,-5,0,-3,-14,-4,-6,-0.5,O=C(Nc1ccnn1C1CCN(C(=O)c2ccc(C(F)(F)F)cc2)CC1)C1CC1
-2,-1,5,-4,0,7,-7,2,5,-0.2,CC12c3ccccc3C(c3ccccc31)C1C(=O)N(c3cccnc3)C(=O)C12 (stereo not given)
5,1,-2,-2,-6,3,-3,-4,-7,-0.2,N#CCCn1cc(/C=C(\C#N)c2nc3ccccc3s2)c(-c2ccc(F)cc2)n1

DDE Tn7 FP inh,PRMT1 FP inh,UHRF1 MBD2 ctr,TCR-CD3 inh,MBD2 DNA inh,LEDGF integ inh,TDP2 absorb,SIAE inh,DDE Tn6 FP inh,KLK7 zymogen act,compound
0,-1,-2,0,2,4,13,0,2,0.4,O=C(COC(=O)c1ccc(Cl)cc1)NC(=O)NC1CCCC1
2,1,0,4,-8,2,9,-3,-1,0.3,Cc1ccc(-c2cnc(C(O)c3ccc(Cl)cc3C)[nH]2)cc1 (stereo not given)
-3,-3,6,3,6,-3,-7,-6,0,10,CCN1CCCC1CNC(=O)c1cc2c(-c3cccc(OC)c3)nn(C)c2s1 (stereo not given)
-5,-6,0,3,1,0,6,0,4,0.1,CCCC1Cc2c(sc(N)c2C#N)CO1 (stereo not given)

Compounds as they come (roughly 4.6% active in at least one column).
